mHTT-CaM PPI inh = mHTT-calmodulin interaction abrogation; 190,000 compounds, 3.6% hits; AlphaScreen His-mHTT/GST-CaM binding, luminescence; AID 1671202; inhibition, % at 15 µM;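 further: 0% = both proteins with DMSO and 100% = one protein alone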
Pf apPOL inh = Pf-apPOL DNA polymerase inhibition | AID 1794808 | Recombinant Pf-apPOL, molecular beacon fluorescence, 1.5 h | inhibition, % at 10 µM | 210,000 compounds, 0.25% hits
Starred values were filed as active, the others as inactive; i = inactive; / = no result given. No stated cut-off is given here; in the data, active means inhibition above about 50%; inactive means the rest.

Each structure is followed by: mHTT-CaM PPI inh	Pf apPOL inh
> O=C1CCc2c1[nH]c1ccc(C3CCCCC3)cc21
 : 10	4
> S=C1NN(c2ccccc2)C2=C(CCC2)S1
 : 7	/
> O=S(=O)(Nc1ccc(Oc2ccc(Cl)cc2C2CCCCC2)nc1)c1cccc2nonc12
 : /	2
> C[C@@H]1[C@H](c2ccccc2)OCCS(=O)(=O)N1Cc1ccccc1
 : -3	-2
> COc1ccccc1NC(=O)N1CCC(c2cc(-c3cccc(C)c3)n[nH]2)CC1
 : 18	-3
> COc1ccccc1C1C(C(=O)Nc2ccccc2F)=C(C)NC2=C1C(=O)CCC2 (stereo not drawn)
 : 1	9
> CCN1CCN(c2nc(-c3ccccc3)ncc2C(=O)N2CCCCC2)CC1
 : 4	1
> Cc1ccc(-n2c3c(cc(C(=O)NCc4ccco4)c2=O)C(=O)CC(C)(C)C3)cc1
 : 8	0
> CC(C)(C)c1csc(NC(=O)c2ccccc2Cl)n1
 : -26	0
> CN1CCN(c2nc(C(=O)N(C)C)cs2)CC1
 : -3	-3
> CCOc1cc(C(=O)Nc2ccc(-c3nc4ncccc4o3)cc2)cc(OCC)c1OCC
 : 1	-2
> Cc1ccc2c(c1)N(C(=O)Nc1ccccc1Cl)CC(C)O2 (stereo not drawn)
 : -11	-8
> CCNC(=O)c1csc(COc2ccccc2F)n1
 : -8	1
> Cc1ccccc1S(=O)(=O)N1CCC(Cc2nc3cccnc3n2CC(C)C)C1 (stereo not drawn)
 : 4	-9
> O=C(Nc1ccc(F)cc1F)C(=S)N1CCOCC1
 : /	-1
> Cc1c(C(=O)Nc2cc(Cl)ccc2O)cccc1[N+](=O)[O-]
 : 16	-2
> CCN(CC)C(=O)COc1ccc2oc(C)c(C(=O)OC)c2c1
 : -2	-2
> Cc1ccc(C(=O)N2CCN(c3ccc(C)cc3)C(=O)C2C)cc1 (stereo not drawn)
 : -6	-3
> CCCNc1cc(N2CCC(CCC(=O)NCc3ccncc3)CC2)ncn1
 : 6	-9
> CC(Oc1ccccc1)C(=O)N1CCN(CCNC(=O)c2ccsc2)CC1 (stereo not drawn)
 : -11	3
> COc1ccc(C(=O)Oc2ccc(C=Cc3ccncc3)cc2)cc1OC
 : 10	0
> c1cncc(-c2noc(COC3CCCN(Cc4cccs4)C3)n2)c1 (stereo not drawn)
 : -7	-5
> O=Cc1ccc(N2CCC(c3ccccc3)=N2)cc1
 : -79	1
> Cc1ccccc1-c1onc(C)c1C(=O)NCc1cc(F)cc(F)c1
 : -12	-2
> Cc1cccc(C(=O)NCC(O)c2ccccc2)c1 (stereo not drawn)
 : 0	-5
> COc1ccc(C2CC(C(F)(F)F)n3nc(C(=O)N4CCCC4)c(Cl)c3N2)cc1 (stereo not drawn)
 : 11	2
> CC(C)(C)c1cc(O)c(C(C)(C)C)cc1O
 : 12	49
> O=C1OC2(CCCCC2)OC(=O)C1=CNc1ccc([N+](=O)[O-])cc1Br
 : -1	-6
> O=C(NCc1cccnc1)/C(=C\c1cccc(Oc2ccccc2)c1)S(=O)(=O)c1ccccc1
 : 43	-2
> C/C(=N\NC(=O)c1cccs1)c1ccc(Br)s1
 : i	/
> COc1ccccc1OCc1nc(C#N)c(NCCc2ccccc2)o1
 : 13	-9
> Oc1oc(-c2ccc(Br)cc2)nc1C=Nc1ccc(Cl)cn1
 : -1	0
> O=C1C2=C(Nc3ccccc3SC2c2ccco2)c2ccccc21 (stereo not drawn)
 : 69*	0
> COc1ccc(C2C(C(=O)Nc3ccc(Cl)cc3)=C(C)Nc3nnnn32)c(OC)c1OC (stereo not drawn)
 : 34	-2
> Cc1noc(-c2nn(C)c3c2CN(C(=O)C(C)Oc2ccc(Cl)cc2)CC3)n1 (stereo not drawn)
 : -5	-1
> O=C(O)CNCCC(=O)c1ccccc1
 : -3	5
> Cc1cccc(-c2noc(-c3ccc(N4CCC(C)CC4)nc3)n2)c1
 : -10	0
> CCOc1ccc(C(=O)N2CCC(c3noc(-c4ccccc4OC)n3)CC2)cc1
 : 9	-3
> Cc1cccc(-n2cc(C3CCN(C(=O)NCc4ccc(F)cc4)CC3)cn2)c1
 : -16	-1
> COc1cccc(C2=N/C(=C\c3cccc(Cl)c3)C(=O)O2)c1
 : 7	1

Random excerpt: six compounds from above.
Each structure is followed by: mHTT-CaM PPI inh	Pf apPOL inh
> CC(C)(C)c1csc(NC(=O)c2ccccc2Cl)n1
 : -26	0
> O=C(Nc1ccc(F)cc1F)C(=S)N1CCOCC1
 : /	-1
> Cc1ccccc1S(=O)(=O)N1CCC(Cc2nc3cccnc3n2CC(C)C)C1 (stereo not drawn)
 : 4	-9
> COc1ccc(C2C(C(=O)Nc3ccc(Cl)cc3)=C(C)Nc3nnnn32)c(OC)c1OC (stereo not drawn)
 : 34	-2
> COc1ccc(C2CC(C(F)(F)F)n3nc(C(=O)N4CCCC4)c(Cl)c3N2)cc1 (stereo not drawn)
 : 11	2
> CCN(CC)C(=O)COc1ccc2oc(C)c(C(=O)OC)c2c1
 : -2	-2

The results go on.
Each structure is followed by: mHTT-CaM PPI inh	Pf apPOL inh
> O=C(c1cc2nc(-c3ccco3)cc(C(F)(F)F)n2n1)N1CCCCCC1
 : 1	1
> CC1CC(OCC(O)CN2CCC(CN3C(=O)c4cccc5cccc(c45)C3=O)CC2)CC(C)(C)C1 (stereo not drawn)
 : 37	77*
> O=C(CN1CCN(c2ccccn2)CC1)Nc1ccc2cn[nH]c2c1
 : 0	0
> O=C(CCSc1ccccc1)NC1CCCCCC1
 : -10	-1
> Cc1ccc(NC(=O)COc2ccccc2C)c([N+](=O)[O-])c1
 : 2	-2
> O=S1(=O)N=C(N(Cc2ccco2)c2ccc(O)cc2)c2ccccc21
 : 0	15
> Cc1ccc(NC(=O)CSc2nc3c(c(=O)n2-c2ccccc2)SCC3)c(C)c1
 : -16	-2
> OC(COc1ccc(F)cc1)(c1ccc(Cl)cc1)c1ccc(Cl)cc1
 : /	2
> Cc1nc(-c2cccc(-c3noc(C4CCCC4)n3)c2)cs1
 : -38	5
> COc1ccc(OC)c(-c2cc(C(=O)NCc3cccs3)n(C)n2)c1
 : -8	-1
> CCc1cc(C2CCCN2C(=O)c2ccccc2F)on1 (stereo not drawn)
 : -8	0
> Cc1cccc(NC(=O)C(NS(=O)(=O)c2cccs2)C(C)C)c1C (stereo not drawn)
 : -5	-6
> O=c1c2ccccc2sc2cc3ccccc3cc12
 : -9	/
> Cc1cc(N2N=NC3C(=O)N(c4ccc(F)cc4)C(=O)C32)ccc1Br (stereo not drawn)
 : -11	0
> N=c1c2c(F)cccc2ncn1NC(=O)c1ccncc1
 : /	-2
> COc1ccc(Nc2ncc3c(n2)CCN(Cc2sccc2C)C3)c(OC)c1
 : 11	-8
> Cc1cc(S(=O)(=O)N2CCN(C)C(c3ccc(F)cc3)C2)ccc1F (stereo not drawn)
 : -3	-3
> O=C(NCc1csc(C2CCN(C(=O)c3c(F)cccc3F)CC2)n1)C1CCC1
 : -4	-1
> Cc1ccc(/C=C/C(=O)O)cc1S(=O)(=O)NCCO
 : -5	0
> CC(C)(C)N=C1Nc2ccccc2NC12CCCN(C(=O)c1cccnc1)C2 (stereo not drawn)
 : 22	11
> Cc1noc(-c2ccccc2Cl)c1C(=O)NCc1ccc(C(F)(F)F)cc1
 : 23	-1
> C=CCNC(=O)c1csc(-c2ccc(OC)cc2Cl)n1
 : -3	11
> CCOc1ccccc1N1C(=O)CC(Nc2ccc(N3CCOCC3)cc2)C1=O (stereo not drawn)
 : 40	-10
> COc1ccc(CC(=O)N2CC3CC2CC3NS(C)(=O)=O)cc1Cl (stereo not drawn)
 : 1	0
> CC1CC(C)CN(C(=O)Cn2nc(-c3ccc(Cl)cc3)ccc2=O)C1 (stereo not drawn)
 : 35	-9
> COC(=O)c1cc(Nc2ncnc3c2nc2n3CCCCC2)cc(C(=O)OC)c1
 : 20	-2
> Cc1ccc(NC(=O)c2ccc(NCCO)c([N+](=O)[O-])c2)cc1Cl
 : 37	0
> COc1ccccc1C1C(C#N)=C(N)OC2=C1C(=O)c1ccccc1C2=O (stereo not drawn)
 : -3	-2
> CCCn1c(C(O)c2cc(OC)ccc2OC)nc2ccccc21 (stereo not drawn)
 : 2	5
> Cc1nc(NCCNC(=O)c2ncccn2)cc(N2CCOCC2)n1
 : -11	-3
> CN(CCC#N)C(=O)c1cc2nc(-c3ccc(Cl)cc3)cc(C(F)(F)F)n2n1
 : -4	-3
> Cc1ccc(N2C(=O)CCC2(C)C(=O)NCCCOC(C)C)c(C)c1 (stereo not drawn)
 : -5	1
> Cc1ccc(C)c(N2C(=O)C3C4C=CC(O4)C3C2=O)c1 (stereo not drawn)
 : -6	-1
> CC(C)CCNC(=O)C1CC(=O)OC12CCCCC2 (stereo not drawn)
 : -8	-6
> CC(=O)C1=C(O)C(=O)N(c2nccs2)C1c1ccc(F)cc1 (stereo not drawn)
 : 6	0
> COc1ccc(C2=CC(c3cccs3)n3c(nc4ccccc43)N2)cc1 (stereo not drawn)
 : 18	-4
> O=C(C1CCC1)N1CC(c2nc(-c3ccc(F)cc3)no2)C2(CCOCC2)C1 (stereo not drawn)
 : 5	-11
> O=C(CO)n1c2ccccc2c2ccccc21
 : -13	-36
> CCN(CC)CCCNC(=O)C1CCN(c2nc3ccc(OC)cc3s2)CC1
 : 0	-2
> OC(COCCOc1ccc(F)cc1)CN1CCOCC1 (stereo not drawn)
 : -11	2

Some of the entries above in a different format:
CCCn1c(C(O)c2cc(OC)ccc2OC)nc2ccccc21 (stereo not drawn)
  mHTT-CaM PPI inh: 2 | Pf apPOL inh: 5
OC(COCCOc1ccc(F)cc1)CN1CCOCC1 (stereo not drawn)
  mHTT-CaM PPI inh: -11 | Pf apPOL inh: 2
Cc1nc(NCCNC(=O)c2ncccn2)cc(N2CCOCC2)n1
  mHTT-CaM PPI inh: -11 | Pf apPOL inh: -3

The list goes on.
Each structure is followed by: mHTT-CaM PPI inh	Pf apPOL inh
> CC(=O)C1=C(C)NC(SCC(=O)c2ccc(Cl)cc2Cl)=C(C#N)C1c1ccco1 (stereo not drawn)
 : 9	2
> S=c1nc(-c2cccc(Br)c2)[nH][nH]1
 : -6	/
> CCCN(C)S(=O)(=O)c1cc(-c2nc(C(C)(C)C)cs2)cs1
 : -15	-2
> CC(=O)Nc1ccc(S(=O)(=O)Nc2nnc(C(C)(C)C)s2)cc1
 : 3	-7
> c1ccc(-c2nc(-c3ccc(-c4csnn4)cc3)no2)cc1
 : /	4
> Cc1c(CN2CCSCC2)nnn1-c1ccccc1
 : -8	-3
> CC(C)(Oc1ccc(Cl)cc1)C(=O)N1CCN(C(=O)c2ccco2)CC1
 : -2	1
> O=C(NCCc1ccco1)c1ccc2c(c1)NC(=O)C1CCCCN21 (stereo not drawn)
 : 44	1
> O=C(C1CCCN(c2nnc3ccccn23)C1)N1CCCCCC1 (stereo not drawn)
 : -4	-4
> Cn1ncc([N+](=O)[O-])c1C(=O)Nc1ccc(Br)cc1
 : 1	-1
> CCOc1ccc(NC(=O)c2cc(Br)ccc2Cl)cc1
 : -6	0
> CCN1c2cc(C)ccc2-n2cccc2C12CCN(C(=O)c1ccc3c(c1)OCO3)CC2
 : 66*	-4
> Cc1oc(C(C)C)nc1C(=O)Nc1ccc(F)c(Cl)c1
 : -6	-4
> COc1ccc(-n2nnnc2SCC(=O)c2ccc(Cl)cc2)cc1
 : -1	-3
> CC(C)OC(=O)COc1ccc2c(=O)c(-c3ccc(Cl)cc3)coc2c1
 : -7	-11
> Cc1noc(COC2CCN(C(=O)c3n[nH]c4ccccc34)CC2)n1
 : 4	-2
> Cc1c(Cl)cccc1NC(=O)c1cc2ccccc2c(=O)o1
 : 2	-6
> CC1(C)CC(=O)C2=C(C1)NC1=C(C(=O)CC(C)(C)C1)C2c1ccccc1
 : -1	0
> COc1ccc(C2=NOC(C(=O)Nc3ccccc3C(F)(F)F)C2)cc1OC (stereo not drawn)
 : 10	-4
> O=C(Nc1ccc(F)cc1F)N1CCC(N2CCN(Cc3ccc(F)cc3)C2=O)CC1
 : 14	1
> CC(=O)c1ccc(NC(=O)CSc2nccn2Cc2ccc(F)cc2)cc1
 : 13	-4
> COc1ccc(NC(NC(=O)c2ccc(Cl)cc2)C(Cl)(Cl)Cl)cc1 (stereo not drawn)
 : 57*	-8
> O=C(c1ccco1)N1CCCC(c2nc(-c3ccc(F)cc3)n[nH]2)C1 (stereo not drawn)
 : 3	-3
> COc1cccc(/C=C2\CC/C(=C\c3cccc(OC)c3)C2=O)c1
 : 34	4
> Cc1ccc(NC(=O)CN(C)S(=O)(=O)c2ccc3[nH]c4c(c3c2)CCCC4)cc1
 : 48	0
> CCOC(=O)c1ccc(C#Cc2ccc3c(c2)CC(C)(C)CS3)nc1
 : /	15
> CCCCN(C)S(=O)(=O)c1ccc(C(=O)Nc2nnc(-c3ccc(Cl)s3)o2)cc1
 : 1	-2
> COc1ccc(-c2ccc(CCC(=O)O)n2-c2ccc(OC)cc2OC)cc1
 : 49	-3
> COc1ccc(N2C(=O)CCC(C(=O)NCc3cccnc3)C2c2ccc(OC)c(OC)c2)cc1 (stereo not drawn)
 : 1	1
> CC(=O)c1ccc(N2CCN(c3ncnc4c3cnn4-c3ccc(C)cc3C)CC2)cc1
 : 10	-4
> O=C(Nc1cccc(Cl)c1)c1cccc(-c2cnc(N3CCCC3)nc2)c1
 : -4	0
> Cc1ccc(C2C(=O)N(C3CCCC(C)C3C)CC(=O)N2C2CC2)cc1 (stereo not drawn)
 : 10	-11
> O=C1C2CC=CCC2C(=O)N1c1ccc(NCc2ccccn2)c([N+](=O)[O-])c1 (stereo not drawn)
 : 25	-15
> Clc1ccc(C2CC(c3ccc(I)cc3)Nc3ncnn32)cc1 (stereo not drawn)
 : 39	4
> Cc1cccc(-n2nc3c(c2NC(=O)c2ccccc2C(F)(F)F)CSC3)c1
 : 31	0
> O=C(c1ccc(Cn2cncn2)cc1)N1CCc2ccccc21
 : -1	-7
> O=C(COc1ccc(Br)cc1)NCCN1CCOCC1
 : 3	-7
> COc1cccc(C(=O)Nc2nnc(C3CC(=O)N(c4ccc(Cl)cc4)C3)o2)c1 (stereo not drawn)
 : 5	-6
> CC(C)N1Cc2cc(C(=O)NCCCc3ccccc3)sc2C1
 : 4	-3
> COc1cncc(C(=O)Nc2ccccc2)c1
 : -18	-2
> Cc1nc2c(c(Nc3ccc(S(=O)(=O)NCc4ccccc4)cc3)n1)CCC2
 : 7	1

Source: PubChem BioAssay (University of Kansas High Throughput Screening Laboratory)
